High-throughput results as filed in PubChem BioAssay.
AmpC detergent: AmpC beta-lactamase inhibition with detergent present | AID 485294 | actives 0.041% (n = 370,000) | P00811 | Potency, µM (titrated, usually from 114 µM), for inactives: top-dose activity change, negative = inhibition, actives largely listed as inhibitors | AmpC hydrolysis of nitrocefin, absorbance 480 nm, 0.01% Triton;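 further: potency means the concentration at half of the fitted maximal effect; 0% = no-compound wells and -100% = no-enzyme wells; nearly all actives have a fitted effect of over 25% in size; some results filed as inactive show a strong effect at the top dose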
Target sequence (P00811 whole entry, looked up): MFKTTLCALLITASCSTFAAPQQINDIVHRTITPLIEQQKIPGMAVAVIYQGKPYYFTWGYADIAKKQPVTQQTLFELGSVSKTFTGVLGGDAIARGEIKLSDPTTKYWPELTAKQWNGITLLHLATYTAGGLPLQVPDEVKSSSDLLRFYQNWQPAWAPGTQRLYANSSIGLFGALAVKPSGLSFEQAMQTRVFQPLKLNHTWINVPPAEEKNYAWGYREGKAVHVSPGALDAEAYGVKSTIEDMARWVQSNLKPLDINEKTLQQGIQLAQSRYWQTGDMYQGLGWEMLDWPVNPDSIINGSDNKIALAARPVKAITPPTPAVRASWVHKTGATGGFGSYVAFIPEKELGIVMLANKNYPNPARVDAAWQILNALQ
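AmpC (5.3 nM in the dispensed reagent) in 20 mM phosphate pH 7.0 with 0.01% (detergent screen) or 0.0001% Triton X-100 was preincubated with compounds for 15 min at room temperature. Nitrocefin was then added from an 800 uM solution, and hydrolysis was followed at 480 nm.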
AmpC inh no detg: AmpC beta-lactamase inhibition without detergent | AmpC nitrocefin hydrolysis, absorbance 480 nm, 0.0001% Triton | Potency, µM (series often up to 57.1 µM), for the others: at the highest dose activity change, negative = inhibition, actives largely listed as inhibitors | actives 0.52% (n = 330,000) | P00811;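 further: potency means the concentration at half of the fitted maximal effect; plate controls were no compound for no effect and no enzyme for full effect; nearly all actives have a fitted effect of over 20% in size; some results filed as inactive show a strong effect at the top dose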
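20 mM phosphate pH 7.0 + 0.01% (detergent screen) or 0.0001% Triton X-100; 5.3 nM AmpC reagent; cpd preinc 15 min RT; nitrocefin (800 uM stock) to start; A480 q20 s × 4 min; Activity was normalised to no-enzyme and no-compound control wells.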
Sm TGR inh: inhibitors of Schistosoma mansoni thioredoxin glutathione reductase; purified TGR, DTNB reduction, TNB absorbance 405 nm; Q962Y6; Potency, µM (series often up to 114 µM), without a hit: at the highest dose activity change, negative = inhibition, usual class: inhibitors; AID 485364; actives 3% (n = 360,000); further: potency means the concentration at half of the fitted maximal effect; nearly all actives have a fitted effect of over 60% in size
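First, TGR (20 nM dispensed) and NADPH were mixed with compound. Second, a 15 min room-temperature incubation followed. Third, further NADPH and then DTNB were added to start the reaction. Finally, TNB absorbance was monitored kinetically.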
AMA1-RON2 inh: inhibitors of Plasmodium falciparum AMA1-RON2 interaction; AID 720542; actives 0.2% (n = 360,000); AlphaScreen AMA1-biotinylated RON2 peptide binding; Potency, µM (series often up to 58.2 µM), for inactives: at the highest dose activity change, negative = inhibition, actives largely listed as inhibitors;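 further: potency means the concentration at half of the fitted maximal effect; 0% = vehicle wells and -100% = peptide control; nearly all actives have a fitted effect of over 45% in size; some results filed as inactive show a strong effect at the top dose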
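AMA1 (3D7) with his tag at 25 nM final met compounds first, then biotinylated RON2 peptide at 25 nM; detection used donor plus acceptor beads, 10 µg/mL apiece, read by AlphaScreen after 30 min at room temperature.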
TbPYK inhibitor: blocks Trypanosoma brucei pyruvate kinase | TbPYK enzyme, Kinase-Glo Plus ATP luminescence, 45 min | Potency, µM (titrated, usually from 76.8 µM), without a hit: top-dose activity, negative = inhibition, most hits filed as inhibitors | Q57TT1 | actives 0.12% (n = 410,000); further: potency means the concentration at half of the fitted maximal effect; nearly all actives have a fitted effect of over 50% in size
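Activity of T. brucei pyruvate kinase was followed by Kinase-Glo Plus luminescence after the enzyme reacted 45 min at room temperature with 130 uM ADP (final) and substrate. Test compounds were added before ADP at multiple concentrations.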
HCMV inh: blocks human cytomegalovirus replication; HFF cells, HCMV-luciferase reporter, 72 h; active compounds read low; activity change, negative = inhibition, % at 57.5 µM; actives 4.5% (n = 410,000); AID 1259415; in the data active means activity change below about -60%; inconclusive means no clear call, values can overlap the other calls; inactive means above about -39%
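Luciferase read-out from HCMV-luciferase-infected HFFs (MOI 1 PFU/cell) 72 h post infection at 37C; compounds added after 16 h cell attachment; activity normalized between buffer-only basal and Salinomycin (10uM) inhibitor controls.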
LmPK inhibitor: inhibitors of Leishmania mexicana pyruvate kinase; Potency, µM (doses to about 57.5 µM), inactives show top-dose activity change, negative = inhibition, most hits filed as inhibitors; actives 0.37% (n = 290,000); AID 1721; purified LmPK, Kinase-Glo ATP luminescence, 1 h; further: potency means the concentration at half of the fitted maximal effect
Target sequence (Q27686 whole entry, looked up): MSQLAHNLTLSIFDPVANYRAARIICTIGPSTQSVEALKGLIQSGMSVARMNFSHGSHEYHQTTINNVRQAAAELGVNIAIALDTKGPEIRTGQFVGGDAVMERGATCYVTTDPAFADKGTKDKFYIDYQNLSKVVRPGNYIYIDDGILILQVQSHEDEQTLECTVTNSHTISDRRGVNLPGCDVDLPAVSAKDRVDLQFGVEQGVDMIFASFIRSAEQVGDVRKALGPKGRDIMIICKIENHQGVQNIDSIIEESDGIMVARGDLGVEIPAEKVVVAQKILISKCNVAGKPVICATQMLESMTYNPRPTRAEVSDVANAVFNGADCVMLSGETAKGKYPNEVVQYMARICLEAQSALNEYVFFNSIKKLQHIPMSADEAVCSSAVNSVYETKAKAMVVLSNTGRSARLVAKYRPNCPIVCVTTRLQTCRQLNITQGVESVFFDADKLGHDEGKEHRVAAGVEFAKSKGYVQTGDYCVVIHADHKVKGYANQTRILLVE
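Purified LmPK (0.1 nM) with 0.5 mM PEP and 0.1 mM ADP in imidazole buffer pH 7.2 with MgCl2/KCl, 1 h at room temperature. ATP formed was read by luciferase luminescence and normalized to no-enzyme and uninhibited controls.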
An asterisk follows results filed as active; ? = inconclusive; / = not tested or not shown; & = joins results of further samples; [ ] = another dose, or the depositor's remark. Unless noted, the call rests on the fitted dose curve; in most records, active means well fitted curve in the direction sought with a large enough effect; inconclusive means small, poorly fitted or top-dose-only effect, or another doubt; inactive means no such curve, though single readings can be large; an effect the other way counts as inactive or inconclusive. Unless noted, on the % scale 0 is the no-effect control and ±100 the full control effect.

SMILES	AmpC detergent	AmpC inh no detg	Sm TGR inh	AMA1-RON2 inh	TbPYK inhibitor	HCMV inh	LmPK inhibitor
CC(C)NC(=O)Nc1cccc(Cl)c1	-11%	-10%	2%	13%	5%	1	-2%
CN(Cc1ccccc1)C(=O)c1cnc2n(c1=O)CCS2	4%	1%	7%	5%	-4%	3	2%
COc1ccc(CCN2C(=O)CCC2(C)C(=O)NC2CCCC2)cc1OC (stereo unspecified)	6%	-4%	7%	-4%	-1%	-17	3%
COC(CNC(=O)C(C)n1nc(C)c2ccccc21)OC (stereo unspecified)	0%	-22%	-4%	-1%	-1%	-23	-6%
Oc1c(Cl)cc(Cl)cc1C(C#Cc1ccccc1)N1CCOCC1 (stereo unspecified)	1%	0.32µM*	-21%	-4%	-7%	-34	2%
O=C(CC1S/C(=N\S(=O)(=O)c2ccc(F)cc2)N(c2ccccc2)C1=O)Nc1ccccc1 (stereo unspecified)	-2%	-50%	-13%	10%	-3%	-6	4%
CC[N+](CC)(CC)C/C(N)=N/O	?	-10%	4%	-10%	-12%	9	-11%
COc1ccc(Cc2nc(-c3cccs3)no2)cc1OC	?	2%	-38%	-5%	-5%	-25	0%
CCN1CCCC1CN(Cc1cc2ccc(C)cc2[nH]c1=O)C(=S)Nc1cccc(OC)c1 (stereo unspecified)	?	67%[activator]	4%	-10%[11.6 µM]	-5%	-32	0%
Fc1cccc(-c2nnn3c2nc(NCCc2ccccc2)c2ccccc23)c1	13%	/	-1%	/	2%	59	/
O=c1c(NCc2ccccc2Cl)nccn1-c1ccccc1	0%	/	-14%	/	2%	42	/
O=S(=O)(Nc1ccc(O)c(Sc2nc3ccccc3s2)c1)c1ccc(Cl)cc1	-3%	-46%	0%	12%	-1%	13	2%
Cc1ccc(N=Nc2c(C)[nH]n(C(N)=S)c2=O)cc1C	-4%	-35%	-9%	49%[activator]	-4%	85	-3%
O=C(Nc1cccc2cccnc12)c1cccnc1	-6%	-21%	-1%	3%	1%	72	0%
O=C(Nc1cccc2c1CCCC2)c1ccccc1Cl	4%	-17%	0%	-4%	1%	?	-1%
COC(=O)c1sccc1NC(=O)CSc1nnnn1-c1ccccc1F	1%	/	2%	-3%	-3%	?	3%
O=C(O)c1csc(Cc2ccccc2)n1	-1%	-1%	-7%	-11%	-13%	-30	-2%
CC(=O)Nc1ccc(CC#N)cc1	-15%	-2%	10%	6%	-4%	26	9%
O=c1c2cc(F)ccc2[nH]c(=S)n1Cc1ccc(F)cc1	-2%	-44%	4%	61%[activator]	-13%	?	2%
Cc1ccc2nc(C)c3c(c2c1)N(c1ccccc1)CC3	-1%	1%	0%	21%	5%	-71*	0%
CCc1ccc(NC(=O)CSc2nc3ccsc3c(=O)n2CCC(=O)O)cc1	-12%	-22%	-8%	-7%	0%	-8	3%
COc1ccc(OC)c(S(=O)(=O)NCCO)c1	?	2%	-10%	11%	-4%	-21	-1%
CC12CC3CC(C)(C1)CC(C(=O)Nc1nn[nH]n1)(C3)C2	1%	-15%	-3%	-20%	0%	2	2%
O=C(Cc1ccccc1[N+](=O)[O-])OCc1cccc([N+](=O)[O-])c1	5%	-16%	12%	/	/	/	-2%
C=C(C)COc1ccc2oc(C)c(C(=O)OCCOC)c2c1	-1%	33%	-23%[11.4 µM]	23%	8%	-15	-1%
Cc1ccc(-c2nc(CS(=O)CC(=O)NC3CCC(C)CC3)c(C)o2)cc1 (stereo unspecified)	-11%	91%[activator]	14µM*	-4%	-3%	5	3%
O=C(Nc1nnc(Cc2ccccc2F)s1)Nc1ccccc1F	2%	-23%	-17%	0%	0%	-11	1%
O=C(CSc1n[nH]c(=O)n1C1CC1)NCc1ccccc1	7%	-16%	7%	0%	-1%	38	2%
O=C(c1cnccn1)N1CCN(c2ccccc2F)CC1	?	-3%	1%	-2%	5%	6	4%
Cc1ccc(NC(=O)C(Cc2ccccc2)NC(=O)OCc2ccccc2)cc1C (stereo unspecified)	-9%	-45%	-7%	-7%	-4%	8	0%
CC(Oc1ccc(Br)cc1)C(=O)N(Cc1ccccc1)c1c(N)n(Cc2ccccc2)c(=O)[nH]c1=O (stereo unspecified)	/	/	/	3%	-2%	-1	/
CCc1cccc(NC(=O)C2CCCN2S(=O)(=O)c2cccc3cccnc23)c1 (stereo unspecified)	?	6%	-2%	10%	0%	5	-7%
CCN1CCN(C(=O)c2ccc(CS(=O)Cc3ccc(C)cc3)o2)CC1 (stereo unspecified)	-11%	1%	-24%	2%	-3%	-27	0%
CC(C)(C)c1ccc(/C=C2\Oc3cc(O)ccc3C2=O)cc1	5%	-40%	-4%	0%	2%	-92*	4%
COc1cc(Br)c(Br)cc1N	-1%	-16%	-6%	-3%	1%	12	0%
COC(=O)C1=C(C)NC2=C(C(=O)CCC2)C1c1cn(Cc2ccc(Br)cc2)nc1-c1ccccc1 (stereo unspecified)	-10%	24%	7%	0%	0%	?	3%
CCCS(=O)(=O)N1CCCC(C(=O)Oc2ccc(OC)cc2)C1 (stereo unspecified)	?	-3%	10%	-8%	4%	0	-4%
Cc1csc(NC(=S)Nc2cccc(Cl)c2)n1	7%	-59%	?	-4%	-6%	-28	-2%
O=C(Nc1ncc(Cl)cc1Cl)c1c(F)cccc1Cl	7%	-19%	0%	-5%	4%	-35	-3%
C#CCOC(=O)/C(=C/C=C/c1ccccc1)NC(=O)c1ccccc1	6%	-20%	2%	-1%	3%	29	0%

3 structures already listed, ordered by length of the SMILES, rising:
SMILES	AmpC detergent	AmpC inh no detg	Sm TGR inh	AMA1-RON2 inh	TbPYK inhibitor	HCMV inh	LmPK inhibitor
Cc1csc(NC(=S)Nc2cccc(Cl)c2)n1	7%	-59%	?	-4%	-6%	-28	-2%
O=C(Nc1nnc(Cc2ccccc2F)s1)Nc1ccccc1F	2%	-23%	-17%	0%	0%	-11	1%
CC(C)(C)c1ccc(/C=C2\Oc3cc(O)ccc3C2=O)cc1	5%	-40%	-4%	0%	2%	-92*	4%

Single records (already shown). Order of screens: AmpC detergent, AmpC inh no detg, Sm TGR inh, AMA1-RON2 inh, TbPYK inhibitor, HCMV inh, LmPK inhibitor
Entry for CCc1cccc(NC(=O)C2CCCN2S(=O)(=O)c2cccc3cccnc23)c1 (stereo unspecified) = ?, 6%, -2%, 10%, 0%, 5, -7%
Entry for Cc1csc(NC(=S)Nc2cccc(Cl)c2)n1 = 7%, -59%, ?, -4%, -6%, -28, -2%

The list continues.
SMILES	AmpC detergent	AmpC inh no detg	Sm TGR inh	AMA1-RON2 inh	TbPYK inhibitor	HCMV inh	LmPK inhibitor
O=C(/C=C/c1cccs1)N1CCCC1	3%	-20%	12%	-10%	-1%	?	-9%
Cc1sc2nc(C3CC3)nc(SCC(=O)N3CCCc4ccccc43)c2c1C	-5%	-23%	3%	/	/	-19	0%
O=C(N/C(=C/c1cccnc1)C(=O)N1CCOCC1)c1ccccc1	?	-18%	-10%	1%	0%	-7	1%
CCN(CC)S(=O)(=O)c1ccc(/C=C/C(=O)OCC#N)cc1	-8%	-5%	-12%	12%	-5%	-11	4%
CCOc1ccc(CN2C(=O)c3ccccc3Sc3ccc(C(=O)N4CCN(C)CC4)cc32)cc1	-3%	/	7%	/	5%	14	/
CC1CCCC(C)N1C(=O)CCN1C(=O)C2C3C=CC(C3)C2C1=O (stereo unspecified)	?	-12%	-29%	-8%	-7%	-23	5%
COc1ccc(N(CC(=O)NCCC2=CCCCC2)S(=O)(=O)c2c(C)[nH]c(=O)[nH]c2=O)cc1	8%	3%	22%	3%	2%	-13	3%
CSc1nc(C)cc(OCC(=O)n2nc(C)cc2C)n1	?	-10%	1%	2%	-5%	-30	0%
CC(C)(C)c1ccc(OCc2nc3ccccc3n2CCOc2ccccc2)cc1	24%	/	8%	/	-9%	52	/
CCn1cc(CCC(=O)NCc2ccccc2OC)c2ccccc21	1%&4%	-7%	4%&-3%	0%	-9%&1%	3&-17	-1%
COc1ccc(C2NCCc3c2[nH]c2ccccc32)cc1COc1ccc(F)cc1 (stereo unspecified)	-3%	58%	-4%	-6%	5%	-98*	4%
CCCCOc1ccc(Cl)cc1CSc1nnc(C)n1N	-5%	8%	-6%	-4%	11%	32	1%
Cc1cc(OCc2nnc(SC(C)C(=O)O)n2-c2ccccc2)ccc1Cl (stereo unspecified)	?	-16%	-40%	0%	-14%	-8	11%
CCN(C(=O)COC(=O)Cc1ccccc1)c1c(N)n(Cc2ccccc2)c(=O)[nH]c1=O	-3%	-8%	-9%	3%	1%	17	/
CC1=CC(=O)C=C(C)C1=NOC(=O)/C=C\c1ccccc1	-5%	-27%	-12%	0%	2%	?	0%
CC(/C=N/n1c(-c2ccncc2)n[nH]c1=S)=C\c1ccco1	-2%	-27%	32µM*	93%[activator]	?	?	2%
CC(=O)Nc1ccc(C(=O)Nc2ccc(S(=O)(=O)N3CCCCC3)cc2)cc1	3%	-18%	-12%	12%	3%	-21	-2%
O/N=C(/c1ccc(F)cc1)C1CC1c1c(F)cccc1Cl (stereo unspecified)	2%	-27%	7%	-6%	-8%	-35	1%
Cc1ccc(C2Nc3ccc4ccccc4c3C3=C2C(=O)CC(C)(C)C3)o1 (stereo unspecified)	0%	-13%	-19%	-4%	-23%	10	-1%
CCc1cccc(NC(=O)CSc2nc3ccsc3c(=O)n2CC)c1	-9%	/	-1%	/	-2%	-39	/
COC(=O)Cc1c(OC)ccn(CCc2c[nH]c3ccccc23)c1=O	?	1%	-2%	-11%	-2%	172	0%
COc1ccccc1C(=O)NCC(=O)OCC(=O)c1ccc2c(c1)-c1ccccc1C2	-10%	-17%	6%	-1%	4%	-10	1%
CCOc1ccc(OCC(=O)Nc2nnc3n2CCS3)cc1	2%	/	7%	/	5%	2	/
O=C(NCCc1nnc2ccccn12)c1cccs1	-1%	-8%	-3%	8%	0%	-17	9%
CC(C(=O)NCc1cccnc1)c1ccc([N+](=O)[O-])cc1 (stereo unspecified)	-7%	-6%	-4%	-13%	1%	-4	-12%
CCCCn1cc(S(=O)(=O)c2ccc(Cl)cc2)c(=O)c2cc(F)c(N3CCCCC3)cc21	18%	/	19%	/	-12%	-1	/
Cc1cc(NC(=O)CSc2nc3ccccc3n2CC(=O)N2CC(C)CC(C)C2)no1 (stereo unspecified)	?	-21%	-3%	9%	0%	-6	0%
COc1ccc(OCC(=O)Nc2nc3ccccc3[nH]2)cc1	-14%	-19%	6%	-1%	-3%	92	-5%
